M1 ag: agonists of M1 muscarinic receptor. CHO-M1 cells, Fluo-4 calcium fluorescence, agonist mode; active compounds read high. B-score at 10 µM. 3% of 64,000 active;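 active = fluorescence rise, raw or as B-score row- and column-corrected plate score, outside the 99.7% band of its plate's samples, either direction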
S1P3 ag: S1P3 (human) receptor agonism; S1P3 NFAT-BLA reporter cells, FRET ratio; relative to 1 µM S1P, basal subtracted; activation, % at 4.5 µM; 0.1% of 60,000 active;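 active = activation above the screen-wide mean plus 3 SD, cut at about 4.5% in these data, passing the limit was not always enough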; also: some compounds called inactive have numbers as strong as hits
Target sequence (Q99500 whole entry, looked up): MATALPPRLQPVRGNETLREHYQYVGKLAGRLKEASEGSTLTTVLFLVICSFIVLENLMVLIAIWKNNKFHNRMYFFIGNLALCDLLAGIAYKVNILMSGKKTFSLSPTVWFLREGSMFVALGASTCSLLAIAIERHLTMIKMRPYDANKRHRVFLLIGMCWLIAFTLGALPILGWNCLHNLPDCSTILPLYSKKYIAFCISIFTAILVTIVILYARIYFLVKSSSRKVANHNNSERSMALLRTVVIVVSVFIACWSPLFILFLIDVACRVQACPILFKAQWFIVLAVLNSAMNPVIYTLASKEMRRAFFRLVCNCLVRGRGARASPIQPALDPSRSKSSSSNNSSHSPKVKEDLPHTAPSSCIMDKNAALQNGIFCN
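Assay system: stable CHO line with human S1P3, Gα16, NFAT-BLA reporter; Detection: FRET β-lactamase substrate fluorescence, excitation 405 nm, 460/535 nm emission ratio, background-subtracted; Read-out: percent activation versus median 1 µM S1P response, basal-subtracted, per plate; Incubation: cells plated overnight, compound 4 h 37 °C, substrate 2 h RT.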
Jurkat viability: cytotoxicity toward Jurkat cells | Jurkat E6.1 viability, ATP luminescence, 48 h | 1.2% of 56,000 active | AID 463 | inhibition, % at 4 µM;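 active = inhibition above the mean inhibition of all tested compounds plus 3 SD, cut at about 28% in these data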
HTR1E agonist: agonists of human 5-HT1E serotonin receptor; P28566; CHO 5-HT1E Ga15 NFAT-bla reporter, FRET; 0% DMSO wells, 100% control agonist wells; activation, % at 6 µM; 0.69% of 65,000 active;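 active = activation above a set limit, the screen-wide mean activation plus 3 SD, cut at about 8.5% in these data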;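 also: 100% = positive control agonist at 1 µM giving full maximal response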
Target sequence (P28566 whole entry, looked up): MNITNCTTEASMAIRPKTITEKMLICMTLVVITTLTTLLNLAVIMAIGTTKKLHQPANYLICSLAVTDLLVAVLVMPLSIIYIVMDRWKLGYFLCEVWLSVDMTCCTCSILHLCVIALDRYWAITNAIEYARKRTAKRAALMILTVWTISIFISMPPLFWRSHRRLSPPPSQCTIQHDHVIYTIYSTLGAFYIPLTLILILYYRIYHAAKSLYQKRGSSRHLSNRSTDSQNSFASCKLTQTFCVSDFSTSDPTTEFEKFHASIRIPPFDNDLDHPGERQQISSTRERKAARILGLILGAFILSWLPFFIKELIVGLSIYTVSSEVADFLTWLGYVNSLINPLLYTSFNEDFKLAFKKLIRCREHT
HER2 expr 66K: lowers expression of human Her2 kinase | HER2 level % of control, % at 10 µM | P04626 | 0.69% of 65,000 active | SKBR-3 HER2 protein level, AlphaScreen, 18-24 h; active compounds read low;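 active = HER2 level under 5% of the carrier-only control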;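 also: 100% = DMSO carrier and 0% = 500 nM PU-H71 HSP90 inhibitor; lower value means stronger loss of Her2 protein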
M1 antag: M1 muscarinic receptor (rat) antagonism | CHO-M1 cells, Fluo-4 calcium, ACh EC80 antagonist mode; active compounds read low | B-score at 10 µM | 3.4% of 64,000 active;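 active = calcium fluorescence response, raw or row-and-column corrected B-score, differing from the plate sample mean either way at a set confidence level, mostly lower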
HTR1E antagonist: blocks the human 5-HT1E serotonin receptor; CHO 5-HT1E Ga15 NFAT-bla reporter, FRET, antagonist; P28566; 0.99% of 65,000 active; inhibition, % at 6 µM; AID 571;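 active = inhibition above a set limit, the mean inhibition across every tested compound plus 3 SD, cut at about 29% in these data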;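 also: signal is the 460 over 535 nm emission ratio of beta-lactamase substrate; 0% = agonist plus DMSO wells and 100% = wells without agonist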
HEK293 NFkB inh: lowers PMA/ionomycin-induced NF-kB signal in HEK293 cells; HEK-293 NF-kB luciferase reporter, luminescence; inhibition, % at 3 µM; 0.21% of 62,000 active;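 active = inhibition above the mean of all tested compounds plus 3 SD, cut at about 40% in these data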;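 also: 0% = stimulated DMSO wells and 100% = 10 µM reference inhibitor 5653914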
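System – HEK-293 cells with stable firefly luciferase reporter driven by four HIV NF-kB elements · Doses – one dose, 3 µM · Schedule – 1 h compound pre-incubation, 16 h PMA/ionomycin at 37 °C · Technique – luminescence from luciferase substrate reagent · Measure – percent inhibition normalized per plate to DMSO and reference-inhibitor controls · Replicates – tested once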
S1P1 ag pot: S1P1 (human) agonism or agonism potentiation; P21453; AID 449; S1P1 CRE-bla cells, forskolin, beta-lactamase FRET, potentiator mode; S1P1 agonist co-added at EC20, 2 nM; 100% = saturating reference agonist, 0% = basal; activation, % at 9.5 µM; 0.57% of 56,000 active;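 active = activation above a cutoff set at the mean activation of all tested compounds plus 3 SD, cut at about 54% in these data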;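 also: forskolin at 4 µM as EC80 and the EC20 agonist is SEW2871; 100% = SEW2871 at its EC100 plus forskolin at EC80; some compounds past the cut are filed as inactive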
Numbers without * were called inactive; . = not tested or not shown. An unsorted share of the library; overall some 9.2% were active at least once.

structure	M1 ag	S1P3 ag	Jurkat viability	HTR1E agonist	HER2 expr 66K	M1 antag	HTR1E antagonist	HEK293 NFkB inh	S1P1 ag pot
CCOC(=O)c1ccccc1NC(=O)N1CCn2c(C)ccc2C1CC (centres undefined)	-0.11	0.1	-3	-0.2	100	-0.32	4	9	0
O=C(COc1ccccc1)Nn1cnc2ccccc21	0.013	0.1	-5	0.5	91	0.35	-2	7	9
Cc1ccc2c(nc3s/c(=C/c4cccs4)c(=O)n32)c1C	3.1	-1.7	-1	-0.5	49	-1.1	7	9	18
O=C1NC(=O)c2cc(NC(=O)C3CCCCC3)ccc21	-0.54	0.2	-3	-0.8	47	.	4	0	0
Cc1c(O)ccc2c3c(c(=O)oc12)CCCC3	-1.5	-0.4	5	0.6	90	-0.24	6	7	.
CCCCOc1ccc(CN2CCC(O)CC2)cc1	-0.33	-1.4	-9	-0.3	121	-2.2*	0	5	-15
Nc1ccc2nc(-c3ccc(Cl)cc3)[nH]c2c1	-2.2*	-0.1	31	2.5	81	-0.67	-5	-4	5
Cc1nc(/N=C\N(C)C)sc1C(=O)Nc1ccccc1	-0.12	-0.7	-5	-0.5	118	-0.58	5	11	-22
COc1ccc(-c2noc(CCN3C(=O)c4ccccc4C3=O)n2)cc1OC	-0.25	0.8	-10	0.4	90	1.2	11	12	-23
CCC(=O)Nc1c(C(=O)Nc2cccc(OC)c2)oc2ccccc12	0.55	-0.9	-5	0.4	59	0.12	3	2	-29
COc1nc(N(C)S(=O)(=O)c2ccc(C)cc2)nc(C)c1Cl	-0.079	-1.4	.	0.2	53	0.25	16	.	15
COC(=O)c1nc2n(n1)C(c1cccc(Cl)c1)C1=C(CCCC1=O)N2 (centres undefined)	-0.052	-1.5	4	0.2	85	0.93	7	12	-40
O=C(CSc1ncnc2nc[nH]c12)NCCc1ccccc1	-0.52	-1.1	-3	0.0	110	0.079	20	5	-19
c1ccc(Cn2nnc3c(N4CCOCC4)ncnc32)cc1	0.14	-0.3	3	1.6	83	-0.82	-3	11	-26
CC(C)c1c(C#N)c(N)nc(SCC(=O)c2cc3ccccc3oc2=O)c1C#N	-0.77	0.2	10	1.9	106	0.36	16	7	-12
COC(=O)c1cn(C(=O)OC)c2ccccc12	-0.29	-0.6	-1	1.4	164	-0.012	5	8	.
O=C(O)c1cccc(NS(=O)(=O)c2ccc(Cl)c(C(=O)O)c2)c1	-0.018	0.0	0	-0.3	108	0.083	3	15	0
CCC(C(=O)OC)n1cnc2c(cnn2-c2ccc(Cl)cc2)c1=O (centres undefined)	6.8	-0.1	-6	0.1	195	-0.18	0	10	-3
O=C(NC1CCCCC1)C(c1ccccc1)N(Cc1ccco1)C(=O)Cn1cnc2ccccc21 (centres undefined)	1.1	2.4	-2	0.2	90	-0.55	1	10	-9
O=C(CN1C(=O)C2C3C=CC(C3)C2C1=O)Nc1ccc2c(c1)OCCO2 (centres undefined)	-0.0068	-0.5	0	-1.0	98	0.29	-4	21	5
COc1ccc(C(=O)CCC(=O)O)cc1	0.93	-0.7	5	-0.2	75	-0.12	-1	7	-7
CCn1nc(CC(=O)Nc2nnc(CC(=O)N3CCCC3)s2)c2ccccc2c1=O	0.49	.	.	0.5	86	-0.16	1	20	.
CCCCCNc1c(C(=O)OCC)c(=O)[nH]c2ccccc12	1.6	-1.2	6	-0.5	73	-0.39	6	12	-16
CCOc1ccc(N2C(=O)CC(N3CCN(c4ccc(C(=O)c5ccncc5)cc4)CC3)C2=O)cc1 (centres undefined)	-0.7	0.5	-2	1.2	85	1	-1	-3	.
O=C(Nc1ccc(F)cc1)c1oc2ccccc2c1NC(=O)C1CCCC1	-0.3	-0.4	-11	0.4	95	-0.076	0	17	-54
Cn1c(=O)cc(SCC(=O)NCCCN2CCN(c3ccc(F)cc3)CC2)c2ccccc21	0.26	-0.5	1	-1.1	89	1.6	4	12	11
Cc1ccc(-c2noc(CN(C(=O)CCCCCN3C(=O)c4ccccc4C3=O)C(C)C)n2)cc1	-0.015	-1.0	11	3.1	102	0.053	-2	11	.
O=C(Nc1nnc(-c2ccc(Cl)cc2)o1)c1ccccc1Br	-0.095	-1.0	1	-0.9	100	0.26	-11	5	18
CN1CCN(CC(=O)Nc2ccc(Oc3ccccc3)cc2)CC1	-0.29	-1.2	1	0.0	69	-0.71	-9	6	-30
O=C(CSc1nnc(-c2cccs2)n1-c1ccccc1)N1CCc2ccccc21	0.15	-0.8	-6	0.5	103	-3*	2	-3	4
Cc1nc(NCCCO)c(C#N)c2c1COC(C)(C)C2	-0.38	-1.4	.	-1.1	111	0.07	-1	.	-1
COC(=O)c1cc(Br)ccc1-c1ccc(/C=N/n2nnnc2N)o1	1.8	-1.9	-6	-0.4	64	-5*	26	17	13
CCOc1ccc(-n2c(Cc3cc(=O)[nH]c(=O)[nH]3)nnc2SC(C)C(=O)OC)cc1 (centres undefined)	0.3	-0.7	2	1.0	99	0.059	-1	17	-9
CCC(=O)Nc1cccc(NC(=O)c2ccc3c(c2)OCCO3)c1	0.23	-0.9	-4	-0.7	90	-2.6*	7	-11	-20
O=c1[nH]c(CS(=O)(=O)c2ccccc2)nc2ccccc12	0.64	-1.1	0	-0.2	93	0.64	-4	13	-13
CCOC(=O)Cc1csc(NC(=O)CCN2C(=O)c3ccccc3C2=O)n1	-0.08	-1.6	6	0.3	88	0.053	15	14	0
CCOP(=O)(c1ccc(N(C)C)cc1)C(O)c1c(Cl)cccc1Cl (centres undefined)	8*	-0.1	3	0.3	-16*	0.59	0	0	5
C=CCn1c(SCc2ccc3nonc3c2)nnc1-c1cccs1	0.003	0.1	1	-0.4	107	-0.48	7	18	-3
COc1ccc(CCC(=O)Nc2ccc(-c3noc(-c4ccc(OC)c(OC)c4)n3)cc2)cc1	-0.44	-0.3	4	1.8	147	-0.13	-9	-52	34
CC(=O)NC(CCS(C)(=O)=O)C(=O)Nc1nc(C)cs1 (centres undefined)	0.26	-1.2	1	0.1	87	0.11	2	-8	-14

Part of the list above in another layout:
Order of results: M1 ag, S1P3 ag, Jurkat viability, HTR1E agonist, HER2 expr 66K, M1 antag, HTR1E antagonist, HEK293 NFkB inh, S1P1 ag pot
- O=C(Nc1ccc(F)cc1)c1oc2ccccc2c1NC(=O)C1CCCC1
→ -0.3, -0.4, -11, 0.4, 95, -0.076, 0, 17, -54
- Cn1c(=O)cc(SCC(=O)NCCCN2CCN(c3ccc(F)cc3)CC2)c2ccccc21
→ 0.26, -0.5, 1, -1.1, 89, 1.6, 4, 12, 11
- Cc1ccc(-c2noc(CN(C(=O)CCCCCN3C(=O)c4ccccc4C3=O)C(C)C)n2)cc1
→ -0.015, -1.0, 11, 3.1, 102, 0.053, -2, 11, .
- O=C(Nc1nnc(-c2ccc(Cl)cc2)o1)c1ccccc1Br
→ -0.095, -1.0, 1, -0.9, 100, 0.26, -11, 5, 18
- CN1CCN(CC(=O)Nc2ccc(Oc3ccccc3)cc2)CC1
→ -0.29, -1.2, 1, 0.0, 69, -0.71, -9, 6, -30
- O=C(CSc1nnc(-c2cccs2)n1-c1ccccc1)N1CCc2ccccc21
→ 0.15, -0.8, -6, 0.5, 103, -3*, 2, -3, 4
- Cc1nc(NCCCO)c(C#N)c2c1COC(C)(C)C2
→ -0.38, -1.4, ., -1.1, 111, 0.07, -1, ., -1
- COC(=O)c1cc(Br)ccc1-c1ccc(/C=N/n2nnnc2N)o1
→ 1.8, -1.9, -6, -0.4, 64, -5*, 26, 17, 13
- CCOc1ccc(-n2c(Cc3cc(=O)[nH]c(=O)[nH]3)nnc2SC(C)C(=O)OC)cc1 (centres undefined)
→ 0.3, -0.7, 2, 1.0, 99, 0.059, -1, 17, -9
- CCC(=O)Nc1cccc(NC(=O)c2ccc3c(c2)OCCO3)c1
→ 0.23, -0.9, -4, -0.7, 90, -2.6*, 7, -11, -20
- O=c1[nH]c(CS(=O)(=O)c2ccccc2)nc2ccccc12
→ 0.64, -1.1, 0, -0.2, 93, 0.64, -4, 13, -13
- CCOC(=O)Cc1csc(NC(=O)CCN2C(=O)c3ccccc3C2=O)n1
→ -0.08, -1.6, 6, 0.3, 88, 0.053, 15, 14, 0
- CCOP(=O)(c1ccc(N(C)C)cc1)C(O)c1c(Cl)cccc1Cl (centres undefined)
→ 8*, -0.1, 3, 0.3, -16*, 0.59, 0, 0, 5
- C=CCn1c(SCc2ccc3nonc3c2)nnc1-c1cccs1
→ 0.003, 0.1, 1, -0.4, 107, -0.48, 7, 18, -3
- COc1ccc(CCC(=O)Nc2ccc(-c3noc(-c4ccc(OC)c(OC)c4)n3)cc2)cc1
→ -0.44, -0.3, 4, 1.8, 147, -0.13, -9, -52, 34
- CC(=O)NC(CCS(C)(=O)=O)C(=O)Nc1nc(C)cs1 (centres undefined)
→ 0.26, -1.2, 1, 0.1, 87, 0.11, 2, -8, -14

Next part.
structure	M1 ag	S1P3 ag	Jurkat viability	HTR1E agonist	HER2 expr 66K	M1 antag	HTR1E antagonist	HEK293 NFkB inh	S1P1 ag pot
Fc1ccc(Br)cc1C1C=C(c2ccc(Br)s2)Nc2ncnn21 (centres undefined)	20*	-1.1	1	0.6	54	-0.37	11	11	22
CCN(CC)S(=O)(=O)c1ccc2oc(C(=O)NC(C)C)c(C)c2c1	0.54	.	.	0.7	198	0.0039	2	16	.
CCN(CCCNc1ncnc2nc[nH]c12)c1cccc(C)c1	3.4	-0.9	8	3.0	104	0.012	-3	6	40
CSCCC(NC(N)=O)C(=O)NCC1CCCCC1 (centres undefined)	.	-1.3	-4	0.4	104	.	1	0	0
CC(C)OC(=O)C(CC(=O)O)NCc1ccccc1 (centres undefined)	0.2	-3.1	.	-0.2	59	0.09	3	.	2
Cc1ccc(-c2nnc(SCC(=O)N3CC(C)CC(C)C3)o2)cc1C (centres undefined)	0.0048	-0.8	-7	0.7	85	-0.085	-10	14	8
CCNC(=O)NCCc1c[nH]c2ccc(Cl)cc12	0.91	-0.6	6	0.7	92	0.3	15	-1	-8
